# BoNT A protease: inhibitors of Botulinum neurotoxin A light chain protease. hit rate 0.17% among 360,000. inhibition, % at 10 µM. multiplex microsphere protease substrate cleavage, flow cytometry. AID 588499; note: plate controls were buffer without enzyme for full effect and enzyme alone for no effect
# CCHF vOTU inh: CCHFV vOTU protease inhibition | Pep-AMC fluorescence | inhibition, % at 11.5 µM | hit rate 0.55% among 370,000 | AID 651958; in the data active = inhibition above about 30%; note: 0% = vehicle wells with enzyme and 100% = no enzyme wells
# PfHsp40 yeast: restores yeast growth despite PfHsp40 toxicity. hit rate 0.68% among 340,000. S. cerevisiae expressing PfHsp40, growth rescue, ATP luminescence. AID 504582. growth rescue, % at 12.5 µM; in the data active = growth rescue above about 28%, passing the limit was not always enough; inconclusive = no clear call, values can overlap the other calls;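 note: yeast W303a lacking pdr1 and pdr3 grown in galactose medium; growth measured after three days at 30 °C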
# SARS 3CLpro inh: SARS-CoV 3CLpro protease inhibition. P0C6X7. recombinant SARS-CoV 3CLpro, quenched FRET peptide cleavage. inhibition, % at 6 µM. hit rate 0.14% among 290,000. AID 1706; in the data active = inhibition above about 12%
# Anthrax LF prot: anthrax lethal factor protease inhibition; P15917; multiplex microsphere protease cleavage assay, LF; inhibition, % at 10 µM; hit rate 0.12% among 360,000; note: plate controls were buffer without enzyme for full effect and enzyme alone for no effect
# Target sequence (P15917 whole entry, looked up): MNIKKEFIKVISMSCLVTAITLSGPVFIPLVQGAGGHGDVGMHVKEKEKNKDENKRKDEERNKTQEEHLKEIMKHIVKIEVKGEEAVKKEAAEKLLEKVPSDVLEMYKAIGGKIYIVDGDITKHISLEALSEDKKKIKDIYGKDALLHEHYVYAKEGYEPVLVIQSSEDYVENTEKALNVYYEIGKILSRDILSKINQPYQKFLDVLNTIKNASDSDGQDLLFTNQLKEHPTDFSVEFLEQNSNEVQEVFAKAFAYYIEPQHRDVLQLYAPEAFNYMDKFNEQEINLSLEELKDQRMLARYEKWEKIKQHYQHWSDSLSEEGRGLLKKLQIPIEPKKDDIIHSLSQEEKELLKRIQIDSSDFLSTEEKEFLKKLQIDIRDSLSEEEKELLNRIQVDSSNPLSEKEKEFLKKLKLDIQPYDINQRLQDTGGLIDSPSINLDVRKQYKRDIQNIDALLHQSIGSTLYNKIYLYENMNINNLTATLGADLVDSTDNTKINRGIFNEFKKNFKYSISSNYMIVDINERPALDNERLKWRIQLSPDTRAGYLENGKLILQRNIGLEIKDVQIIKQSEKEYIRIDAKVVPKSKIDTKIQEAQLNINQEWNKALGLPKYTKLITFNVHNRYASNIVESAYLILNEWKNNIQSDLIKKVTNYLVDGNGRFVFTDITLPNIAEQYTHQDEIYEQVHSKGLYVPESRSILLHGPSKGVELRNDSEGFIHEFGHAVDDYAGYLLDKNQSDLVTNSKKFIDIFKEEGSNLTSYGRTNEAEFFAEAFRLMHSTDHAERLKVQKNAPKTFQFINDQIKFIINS
# TcdB GH inh: blocks C. difficile toxin B glycohydrolase activity; hit rate 0.24% among 350,000; P18177; inhibition, % at 9.99 µM; TcdB glycohydrolase enzymatic assay, plate reader; in the data active = inhibition above about 10%
# DUSP3 inh: DUSP3 (human) phosphatase inhibition; P51452; recombinant VHR phosphatase, pNPP absorbance; inhibition, % at 13.3 µM; hit rate 0.52% among 290,000; in the data active = inhibition above about 50%; note: some compounds called inactive have numbers as strong as hits
# Target sequence (P51452 whole entry, looked up): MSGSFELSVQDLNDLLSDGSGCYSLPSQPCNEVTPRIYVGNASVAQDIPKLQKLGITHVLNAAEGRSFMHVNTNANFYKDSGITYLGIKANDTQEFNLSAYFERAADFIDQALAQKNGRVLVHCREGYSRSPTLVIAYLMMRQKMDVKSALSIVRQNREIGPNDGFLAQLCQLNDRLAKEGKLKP
# Yp Topo-I inh: inhibitors of Yersinia pestis topoisomerase I; hit rate 0.064% among 360,000; activity, % at 10 µM; Y. pestis Topo-I cleavage product accumulation, plate reader; in the data active = activity above about 50%, passing the limit was not always enough; inconclusive = no clear call, values can overlap the other calls; note: inactives centre near 2
# BH1578 lux ind: quorum light induction in luxS cqsA deficient V. cholerae; V. cholerae BH1578 lux reporter, luminescence, 6 h; activation, % at 18.7 µM; hit rate 0.16% among 350,000; AID 588436; in the data active = activation mostly above about 9.7%, no sharp cut-off; inconclusive = no clear call, values can overlap the other calls; inactive = mostly below about 3.7%; note: not every result past the cut was called active; inactives centre near 0; reference of the scale not given here
# PriA SSB inh: K. pneumoniae PriA-SSBct interaction inhibition; hit rate 0.6% among 430,000; AID 1272365; AlphaScreen SSBct-PriA binding, biotinylated peptide; inhibition, % at 33 µM; in the data active = inhibition mostly above about 37%, no sharp cut-off; inactive = mostly below about 20%;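 note: plate controls were negative control peptide for no effect and reference peptide for full effect; strong numbers were not always called active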
# Active calls of the source: *; i = inactive; ? = inconclusive; . = not tested or not shown; & = joins results of further samples. Cut-off read from the data, not from the text of the source, unless noted: active = inhibition above about 30%; inconclusive = no clear call, values can overlap the other calls; inactive = below that. A portion of the library, so the mix of outcomes need not match the whole.
SMILES,BoNT A protease,CCHF vOTU inh,PfHsp40 yeast,SARS 3CLpro inh,Anthrax LF prot,TcdB GH inh,DUSP3 inh,Yp Topo-I inh,BH1578 lux ind,PriA SSB inh
CNC(=O)c1ccc(NC(=O)C2CCN(S(=O)(=O)c3cccc(C(F)(F)F)c3)CC2)cc1,-1.7,12,-0.5,.,-1,1.1,.,-7,i,-10
CC(=O)Nc1cccc(C(=O)OCC(=O)c2ccc(S(=O)(=O)N3CCCCC3)cc2)c1,3.2,-1,0.2,.,-1,-1.2,.,12,-4.0,-10
CCOc1cc(S(=O)(=O)N(CC)CC)c(OCC)cc1-n1cnnn1,-1.6,-12,-2.3,0,-4,0.5,26,-3,i,-14
CCOC(=O)NC(=O)c1cn(Nc2ncc(C(F)(F)F)cc2Cl)c(=O)[nH]c1=O,-0.3,-8,-0.9,2,-8,0.0,10,-2,-0.9,-3
CCC(=O)Nc1nnc(S(=O)(=O)N(CC(C)C)c2ccccc2)s1,-3.3,0,-1.7,1,-8,1.8,-13,0,-7.7,-3
O=C(c1ccco1)N1CCN(C(=O)C23CC4CC(CC(C4)C2)C3)CC1,0.2,10,0.2,-1,-6,0.6,37,14,-0.8,16
Cn1c(SCC(=O)c2ccc(F)cc2)ncc(C(=O)Nc2ccccc2)c1=O,.,10,-0.6,.,.,-1.2,.,11,i,-2&-3
COCCC(=O)N1CCOCC1c1cc(C(=O)NCc2ccccc2)no1 (stereo not given),0.2,-9,.,.,4,3.5,.,-3,0.4,.
COc1cc(Cc2nccc3cc(OC)c(OC)cc23)c(NC(C)=O)cc1OC,0.0,-8,1.0,4,2,0.9,6,-8,i,10
CC(=O)Nc1nonc1-c1nc2ccccc2n1Cc1ccccc1,0.4,-1,0.9,-2,2,.,7,-4,-1.6,-11

# Profiles as entered above. Values in the order: BoNT A protease | CCHF vOTU inh | PfHsp40 yeast | SARS 3CLpro inh | Anthrax LF prot | TcdB GH inh | DUSP3 inh | Yp Topo-I inh | BH1578 lux ind | PriA SSB inh
# CNC(=O)c1ccc(NC(=O)C2CCN(S(=O)(=O)c3cccc(C(F)(F)F)c3)CC2)cc1 is listed with -1.7 | 12 | -0.5 | . | -1 | 1.1 | . | -7 | i | -10
# COc1cc(Cc2nccc3cc(OC)c(OC)cc23)c(NC(C)=O)cc1OC is listed with 0.0 | -8 | 1.0 | 4 | 2 | 0.9 | 6 | -8 | i | 10
# O=C(c1ccco1)N1CCN(C(=O)C23CC4CC(CC(C4)C2)C3)CC1 is listed with 0.2 | 10 | 0.2 | -1 | -6 | 0.6 | 37 | 14 | -0.8 | 16

# (further entries)
SMILES,BoNT A protease,CCHF vOTU inh,PfHsp40 yeast,SARS 3CLpro inh,Anthrax LF prot,TcdB GH inh,DUSP3 inh,Yp Topo-I inh,BH1578 lux ind,PriA SSB inh
CC(C)(C)Nc1nc(N2CCCC2)nc(N2CCCC2)n1,-0.5,10,-0.3,-6,-3,.,28,8,17*,-14
COc1ccc(C)cc1-n1nnnc1SCC(=O)c1cc(C)n(Cc2ccco2)c1C,-2.4,-2,0.1,4,-7,.,3,-3,-0.4,-15
CCn1c(CN2CCOCC2)nnc1SCC(=O)Nc1cccc(C)c1,-0.7,-2,-1.1,-2,-1,-0.3,28,-9,-0.1,-9
COc1ccccc1NC(=O)CN1CCN(CC(=O)Nc2cc(NC(C)=O)ccc2OC)CC1,0.4,12,-0.4,3,-2,.,5,-4,i,-3
CCc1cccc(OCC(=O)Nc2ccc(S(=O)(=O)Nc3onc(C)c3C)cc2)c1,0.2,12,-1.2,1,2,-2.2,-4,5,-0.2,2
CCn1c(SCC(=O)Nc2ccccc2)nc2c1c(=O)n(C)c(=O)n2C,-0.4,-9,-1.1,1,-4,.,-3,-5,i,-4
C[C@H](CO)N1C[C@H](C)[C@@H](CN(C)Cc2cccc(O)c2)OCc2cnnn2CCCC1=O,0.3,5,.,.,0,0.5&0.7&0.9,.,5,i,.
CCN(CC)CC(O)COc1ccccc1C(=O)CCc1ccccc1 (stereo not given),?,-5,-2.2,-4,-7,.,4,-12,1.5,-9
COc1ccc(C(=O)COC(=O)c2ccc(-n3cnnn3)cc2)c(OC)c1,-4.5,-4,3.8,.,2,-0.6,.,2,-3.7,-12
O=S(=O)(NCCCN1CCOCC1)c1ccc(F)c(Cl)c1,0.5,3,-1.2,.,-2,-0.1,.,1,5.7,-20
Cc1nc2sccn2c(=O)c1S(=O)(=O)N1CCN(c2cccc(C(F)(F)F)c2)CC1,-1.3,14,8.8,6,0,0.3,-8,19,-0.3,12
CCCNC(=O)C1CCN(S(=O)(=O)c2ccc(-c3nn[nH]n3)cc2)CC1,0.9,0,0.1,2,6,.,13,3,7.1,-3
CCOc1ccccc1C(=O)NCC(=O)N(C)Cc1cccnc1,1.6,-15,-0.1,-4,-2,-1.1,10,1,-0.6,-10
CCC(C)(C)c1ccc(OCCCC[n+]2ccc(C)cc2)c(C(C)(C)CC)c1,.,20,.,0,.,.,1,.,.,2
C/C(Cn1cnc([N+](=O)[O-])n1)=N\NC(=O)c1cccnc1,-0.4,5,-0.6,3,-3,.,-5,1,-0.7,.
CCC(=O)Nc1c(-c2ccc3ccccc3c2)nc2ccccn12,2.1,-33,0.6,-4,-13,2.0,22,-7,-0.3,-3
CC1CCC(C#N)(N(C)C(=O)CSc2nnc(C3CC3)n2C2CC2)CC1 (stereo not given),0.1,-15,-0.6,.,8,-1.9,.,1,i,-2
O=C(NC(Cc1ccccc1)C(=O)O)/C(=C\c1ccc(Br)cc1)NC(=O)c1ccc(Br)o1 (stereo not given),-0.1,1,0.7,-4,-1,-0.1,23,6,-0.3,6
Cc1[nH]n(-c2ccccc2)c(=O)c1/C=N/N(c1ccccc1)c1ccccc1,-0.5,23,-0.1,-2,-3,1.1,6,-1,-0.6,.
Cc1ccc(-c2nnn(CC(=O)N(CC(=O)NC3CCCC3)c3ccccc3F)n2)o1,-0.4,12,-0.1,3,-1,0.9,21,6,-0.3,-6
CCN(CC)C(=O)CSc1nnc(-c2ccco2)n1Cc1ccco1,-0.5,8,0.3,-4,1,.,25,-2,-0.4,2
NNC(=O)CSc1nc(-c2ccccc2)cn1-c1ccccc1,0.5,0,0.8,5,-1,0.3,22,10,-1.1,8
Cc1cccn2c(NCc3ccc4c(c3)OCO4)c(-c3ccc(O)cc3)nc12,-1.3,-48,-0.7,3,-6,-1.2,13,-2,-0.2,-7
CCOc1ccc(CNC(=O)C2CCN(S(=O)(=O)CC)CC2)cc1OC,-1.2,-14,0.1,-8,-11,0.5,19,-5,i,-5
CN(C(=O)c1cccc(NC(=O)Cc2cccc(NC(=O)C3CCCN(C(=O)C4CCCC4)C3)c2)c1)C1CC1 (stereo not given),-0.4,9,0.7,.,-2,0.8,.,18,-0.9,-7
COc1cc(CN2CCC(Cc3ccccc3)CC2)cc([N+](=O)[O-])c1O,-0.8,-9,2.1,-7,10,-0.2,27,-4,1.0,-1
Cc1ccc(-c2n[nH]c(=S)n2/N=C/c2ccc(C)o2)cc1,1.2,4,0.9,11,-1,.,13,-5,-0.3,.
CCOc1ccccc1Nc1cc(C)nc2nnnn12,-0.6,21,1.5,1,-2,1.1,-6,2,0.1,-30
Cc1c(C(=O)NCCC#N)sc(=O)n1Cc1ccccc1F,-0.4,-4,.,.,-2,1.1,.,-2,i,.
Brc1ccc(-c2nnc3n2-c2ccccc2CC3)cc1,1.0,1,2.9,2,-1,2.3,24,16,-0.4,-5
CCCCCn1c(=O)c(C(=O)c2ccccc2)nc2ccccc21,?,-2,0.1,2,-12,1.0,15,20,-1.3,9
CC(=O)c1cnn(-c2ccc(Cl)c(Cl)c2Cl)c1C,-5.6,1,.,9,?,-5.8,32,5,-0.4,-9
CCCN(CCC)CCNC(=O)C1CC(=O)N(c2ccc(OC)cc2)C1c1ccc(OC)cc1 (stereo not given),0.8,-5,0.6,0,-1,.,11,-7,-7.1,-11
COc1ccccc1N(C(=O)CNC(=O)c1ccco1)C(C(=O)NC1CCCCC1)c1ccncc1 (stereo not given),1.3,-3,2.7,-7,-3,0.8,12,2,-0.3,-12
O=C1CCN=C(Nc2ccc(F)cc2)N1Cc1ccccc1,-0.9,1,1.8,-2,-10,.,12,-11,-2.9,-14
CC(C)c1ccc(C(=O)NCCCN2CCN(CCCNC(=O)c3ccc(C(C)C)cc3)CC2)cc1,1.3,9,-1.7,2,-1,0.2,-1,18,2.2,3
COCOc1cccc(CN2CCC(C)(Oc3ccc(SC)cc3)C2)c1 (stereo not given),-0.9,6,.,.,-6,0.4,.,25,i,.
CCOC(=O)CC(NS(=O)(=O)c1ccc(OC)c(OC)c1)c1cccc([N+](=O)[O-])c1 (stereo not given),0.0,5,0.5,-1,1,-0.8,-2,2,i,-6
O=S(=O)(/N=C(/Nc1cccc2ccccc12)c1ccccc1)c1ccc(Br)cc1,1.1,20,1.0,5,-4,1.1,-4,27,i,.
COc1ccc(CN2C(=O)CCC2(C)c2nnnn2-c2c(C)cccc2C)cc1OC (stereo not given),0.6,-1,.,.,1,-0.2,.,.,.,.
NC(=O)c1ccsc1NC(=O)COC(=O)[C@@H]1CCCN1C(=O)c1cccs1,0.3,-2,-0.5,.,-3,-0.7,.,0,.,-10
CC(C(=O)NC1CC1)c1ncc(C(F)(F)F)cc1Cl (stereo not given),-1.0,-8,0.1,0,2,1.6,26,5,i,-11
O=[N+]([O-])c1ccc(CNCc2cc(Cl)ccc2O)cc1,-0.6,0,-2.1,.,3,-0.3,.,-4,2.8,13
Cc1cccc(OCC(=O)Nc2ccc(N3CCCC3)cc2)c1C,-0.7,4,-0.7,.,-16,.,5,-15,i,34
CC(c1ccon1)N(C)C(=O)CCc1nnc(C2(c3ccc(Cl)cc3)CCC2)o1 (stereo not given),0.2,-2,-0.8,-3,-7,0.8,17,20,-1.6,-7
CCn1c(-c2ccsc2)nc2c1c(=O)[nH]c(=O)n2Cc1ccccc1,-0.7,-9,-0.5,0,-12,.,-15,-2,-0.3,8
O=c1cc(O)c(-c2ccc(Cl)c(Cl)c2)c(Cl)[nH]1,0.2,6,-0.8,0,-2,0.5,12,-3,-0.5,9
CC(=O)Nc1ccc(N2C(=O)CSC2c2ccc(F)cc2)cc1 (stereo not given),-0.4,-15,0.4,-5,-3,.,-13,1,i,6
N#Cc1ccccc1NC(=O)c1cccc(COc2ccc(Cl)cc2Cl)c1,-0.4,-6,-0.5,-2,0,.,-4,14,-2.7,1
COc1ccc(-c2nn3c(-c4ccccc4)nnc3s2)cc1OC,-1.7,20,1.2,2,-2,.,4,9,-0.1,-11

# The list goes on:
SMILES,BoNT A protease,CCHF vOTU inh,PfHsp40 yeast,SARS 3CLpro inh,Anthrax LF prot,TcdB GH inh,DUSP3 inh,Yp Topo-I inh,BH1578 lux ind,PriA SSB inh
COc1cccc(NC(=O)CN(C)C(C)C(=O)Nc2ccc(S(=O)(=O)N3CCCC3)cc2)c1 (stereo not given),-0.6,15,0.4,1,-2,0.8,7,29,-0.3,0
COc1cc(C#N)ccc1OCC(=O)NCCC1=CCCCC1,0.2,-5,0.0,.,-3,0.7,.,12,-0.3,1
O=C(C1CCC(=O)N(C2CCCC2)C1)N1CCN(Cc2cccc(Cl)c2)CC1 (stereo not given),0.8,0,-0.2,0,3,1.3,-2,16,0.1,3
COC(=O)c1ccsc1NC(=O)CSc1nnnn1Cc1ccccc1,-0.4,-1,-0.4,-5,-3,.,13,22,-0.4,0
Cc1ccc2c(c1)c(-c1ccccc1)nc1nncn12,-0.5,-2,0.0,0,-6,1.2,21,2,-0.1,-7
COc1ccc(NC(=O)C2(C)CCCN(C(C)=O)C2)cc1F (stereo not given),-0.4,-21,.,.,-7,1.3,.,1,-0.5,.
CC(C)(C)[C@H]1CCC(=O)N([C@H](CN=[N+]=[N-])Cc2ccccc2)CC1,-0.2,9,0.9,0,-3,1.7,17,24,-0.8,-15
O=S(=O)(/N=C(\c1ccc(Cl)cc1)N1CCOCC1)c1ccccc1,-0.5,-14,-1.4,4,-2,.,8,-1,-1.9,.
